Bioassay records deposited in PubChem BioAssay by several laboratories.
ERb coact inh = ER-beta (human) coactivator binding inhibition. Q92731. TR-FRET ER-beta LBD / SRC1-Cy5 peptide binding; receptor agonist-loaded with 1 µM estradiol. inhibition, % at 25.6 µM. actives 1.3% (n = 86,000). AID 633;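 active = compounds whose percent inhibition of the receptor-coactivator binding signal exceeds about 50% in the single-dose screen, limit read from the data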;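 note: 0% = receptor plus peptide wells without compound and 100% = peptide-only wells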
Target sequence (Q92731 whole entry, looked up, the tested form may be a part): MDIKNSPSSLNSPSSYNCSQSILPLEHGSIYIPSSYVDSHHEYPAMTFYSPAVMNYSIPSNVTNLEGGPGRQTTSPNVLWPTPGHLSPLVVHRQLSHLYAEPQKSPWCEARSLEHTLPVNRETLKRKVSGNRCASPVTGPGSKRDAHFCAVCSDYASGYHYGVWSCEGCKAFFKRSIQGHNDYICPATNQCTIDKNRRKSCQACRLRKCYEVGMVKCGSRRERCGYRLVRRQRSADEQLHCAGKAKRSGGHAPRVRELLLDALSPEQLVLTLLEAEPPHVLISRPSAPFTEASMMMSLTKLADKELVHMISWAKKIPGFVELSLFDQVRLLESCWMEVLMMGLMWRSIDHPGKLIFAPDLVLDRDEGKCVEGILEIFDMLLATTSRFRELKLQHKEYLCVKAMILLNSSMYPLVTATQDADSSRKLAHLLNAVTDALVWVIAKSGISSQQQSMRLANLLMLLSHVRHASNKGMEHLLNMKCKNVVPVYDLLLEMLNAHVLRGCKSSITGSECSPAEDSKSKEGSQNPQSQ
sEH inh = blocks human soluble epoxide hydrolase activity. P34913. recombinant human sEH enzymatic activity assay. inhibition, % at 2 µM. actives 0.34% (n = 91,000). AID 707; in the data active = inhibition above about 80%; note: values of inactives mirror those of a sister screen read the other way; many of its hits are not listed in these tables
Target sequence (P34913 whole entry, looked up): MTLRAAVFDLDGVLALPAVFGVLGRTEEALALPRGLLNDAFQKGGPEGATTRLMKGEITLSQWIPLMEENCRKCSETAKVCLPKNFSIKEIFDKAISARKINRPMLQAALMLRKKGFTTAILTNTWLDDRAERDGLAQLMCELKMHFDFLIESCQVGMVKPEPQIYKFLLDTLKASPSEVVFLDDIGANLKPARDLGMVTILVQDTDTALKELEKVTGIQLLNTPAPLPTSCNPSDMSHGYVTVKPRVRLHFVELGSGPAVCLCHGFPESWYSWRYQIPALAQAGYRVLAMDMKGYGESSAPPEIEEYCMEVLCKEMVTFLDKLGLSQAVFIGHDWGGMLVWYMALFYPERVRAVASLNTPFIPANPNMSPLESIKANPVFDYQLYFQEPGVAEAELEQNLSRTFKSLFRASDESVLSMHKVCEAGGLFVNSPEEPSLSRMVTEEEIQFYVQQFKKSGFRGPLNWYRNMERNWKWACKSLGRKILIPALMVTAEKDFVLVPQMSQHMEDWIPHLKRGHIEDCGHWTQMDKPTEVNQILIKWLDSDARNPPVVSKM
MT1-MMP txn act = MT1-MMP promoter transcription activation. actives 0.16% (n = 86,000). activation factor at 10 µM. HT1080 MT1-MMP promoter luciferase reporter, luminescence, overnight; stronger effect = higher value;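 active = activation factor of at least 2 for MT1-MMP transcription at 10 µM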
Mac1 fbg enh = enhancers of human CD11b/CD18 binding to fibrinogen. P05107+P11215. K562 CD11b/CD18 adhesion to fibrinogen, ATPlite luminescence. activation, % at 10 µM. actives 0.07% (n = 93,000). AID 1499;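 active = 10 µM primary screen giving 50% or more activity, confirmed by 40% or more on retest at that dose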; note: strong numbers were not always called active; reference of the scale not given here
sEH act = activators of human soluble epoxide hydrolase; actives 0.04% (n = 91,000); purified human sEH enzymatic activity, activator screen; activation, % at 2 µM; AID 717; in the data active = activation above about 37%; note: values of inactives mirror those of a sister screen read the other way
ERa coact pot = enhances coactivator binding to human estrogen receptor alpha; P03372; TR-FRET ERalpha-LBD/SRC-Cy5 coactivator binding, 2 h; 100 = basal binding, no effect; coactivator binding (% of control), % at 25.6 µM; actives 1.3% (n = 86,000); AID 639; in the data active = activity above about 200%;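 note: binding measured in presence of low estradiol as agonist stimulus; 0% = peptide alone without receptor and 100% = receptor with peptide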
Candida biofilm = kills Candida albicans biofilms | C. albicans biofilm + clotrimazole, Alamar Blue | actives 0.14% (n = 85,000) | inhibition, % at 6 µM | AID 834;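 active = inhibition above 20%; inactive = inhibition below 20%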;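 note: preformed 24 hr biofilms exposed to compound for 48 hr; 0% = biofilm without compound and 100% = blank killed by clotrimazole plus chlorhexidine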
Smad3 inh = inhibitors of human Smad3 transcription factor binding. P84022. TR-FRET Smad3/Dy647-FoxH1 peptide binding, europium anti-His. inhibition, % at 25 µM. actives 0.29% (n = 88,000);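 active = compounds that reduce the energy-transfer binding signal between the protein and its labelled peptide by more than half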;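 note: 0% = Smad3 plus labelled peptide maximal FRET and 100% = peptide-only background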
Mac1 fbg inh = blocks human CD11b/CD18 adhesion to fibrinogen; P05107+P11215; K562 CD11b/CD18 adhesion to fibrinogen, ATPlite luminescence; Mn2+ added to activate the integrin; inhibition, % at 10 µM; actives 0.54% (n = 93,000);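 active = primary inhibition of 50% or more at 10 µM, then 40% or more on retest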; note: some results filed as inactive read as strong as hits
* hit, by the source's call; nt = no result given; [ ] = dose if it differs, or a comment.

No.	structure	ERb coact inh	sEH act	Smad3 inh	Mac1 fbg enh	MT1-MMP txn act	sEH inh	Candida biofilm	ERa coact pot	Mac1 fbg inh
1	CCCCC(CC)CNS(=O)(=O)c1ccc2c(c1)CCN2C(=O)CCC(=O)O (stereo unspecified)	-6	8	-3	-2	1.1	-7	-4	118[fluorescence artefact?]	0
2	CCOc1cc(N2CCOCC2)c(OCC)cc1NC(=O)CN1C(=O)NC2(CCc3ccccc32)C1=O (stereo unspecified)	nt	0	nt	0	nt	3	nt	nt	6
3	CCCCc1cc(=O)oc2cc(OCC(=O)N3CCc4ccccc43)ccc12	15	11	8	1	nt	-10	2	200*	-11
4	COc1cc(NC(=O)Cc2ccc(Cl)cc2)ccc1NC(=O)c1ccco1	1	-26	4	nt	1.1	27	1	113	nt
5	Cn1c(SCC(=O)Nc2ccc3nc(SCC(=O)N4CCCC4)sc3c2)nnc1-c1ccc(N)cc1	nt	22	nt	12	nt	-23	nt	nt	6
6	CCCCN1C(=O)CN(CCc2ccccc2)C(=O)C1c1ccc(OC)cc1 (stereo unspecified)	-7	-20	3	nt	1.3	20	4	125	nt
7	CCc1sc(C(=O)Nc2ccsc2C(=O)OC)cc1Br	0	nt	9	1	1.2	nt	7	237*	2
8	COCCN(CC(=O)NCc1ccc2c(c1)OCO2)C(=O)CCC(=O)Nc1nccs1	3	3	7	nt	1.1	-3	8	114[fluorescence artefact?]	nt

Going on with the list.
No.	structure	ERb coact inh	sEH act	Smad3 inh	Mac1 fbg enh	MT1-MMP txn act	sEH inh	Candida biofilm	ERa coact pot	Mac1 fbg inh
9	O=C(Nc1ccccc1F)N(CCCN1CCOCC1)Cc1cc2cc3c(cc2[nH]c1=O)OCCO3	-14	5	5	-1	1.1	-7	7	123	-10
10	N#CCc1nn(-c2ccccc2)c(N)c1C#N	nt	3	nt	-2	nt	0	nt	nt	-34
11	Cc1ccc(SC(C)C(=O)Nc2cccc(N(C)S(C)(=O)=O)c2)cc1 (stereo unspecified)	5[fluorescence artefact?]	8	-3	-1	1.2	-6	-3	110	5
12	COc1ccc(-c2nc3cc(C)ccn3c2NCC2CCCO2)cc1OC (stereo unspecified)	-8	-9	13	nt	nt	8	-1	97	nt
13	O=C(NC12CC3CC(CC(C3)C1)C2)C1CC(=O)N(c2ccc(Br)cc2)C1 (stereo unspecified)	12	-10	3	-2	1.1	12	4	113	-12
14	CC1(C)N([O-])C(c2cccs2)=C[N+]1=O	1	1	-3	-4	1.2	-2	11	98	1
15	COc1cccc(NC(=O)CN2C(=O)C3(OCCCO3)c3ccccc32)c1	nt	-4	nt	5	1.1	1	nt	nt	-4
16	Cc1ccc(N=C(NOC(=O)c2ccccc2)c2nonc2N)c(C)c1	11[fluorescence artefact?]	16	-4	0	1.1	-14	-4	51	-6

Following part.
No.	structure	ERb coact inh	sEH act	Smad3 inh	Mac1 fbg enh	MT1-MMP txn act	sEH inh	Candida biofilm	ERa coact pot	Mac1 fbg inh
17	COC(=O)c1ccc(C(=O)OC)c(NC(=O)c2cc3ccccc3o2)c1	19[fluorescence artefact?]	-1	21[fluorescence artefact?]	nt	0.9	4	5	364*[fluorescence artefact?]	nt
18	Cc1ccc(S(=O)(=O)NCCC(=O)NCc2ccc3c(c2)OCO3)cc1C	0	-14	8	0	1	13	10	93	-24
19	Cn1c(=O)c2c(nc(NCc3ccco3)n2CC(O)COc2ccccc2)n(C)c1=O (stereo unspecified)	15[fluorescence artefact?]	nt	-5	-2	1.2	nt	8	117	0
20	CCN(CC)c1cc(C)c2cc(NC(=O)c3ccc(Br)o3)ccc2n1	-1	-5	0	nt	1.2	8	3	84	nt
21	O=C(Cc1c(O)c2ccccc2[nH]c1=O)OC1CCCCC1	0	0	3	3	1.2	0	-3	99	-10
22	CC(NC(=O)c1ccc2c(c1)OCO2)C(c1cccs1)N1CCOCC1 (stereo unspecified)	2	-5	-1	-4	1	4	7	99	-1
23	Cc1cc2oc(=O)cc(CN3CCN(Cc4ccc5c(c4)OCO5)CC3)c2cc1C	-3	12	4	nt	1.1	-10	5	119	nt
24	Cc1c(NC(=O)c2cc(C3CC3)on2)c(=O)n(-c2ccccc2)n1C	40	17	-5	-4	nt	-17	4	82[fluorescence artefact?]	3

Compounds from the list above containing an NH in an aromatic ring (two):
No.	structure	ERb coact inh	sEH act	Smad3 inh	Mac1 fbg enh	MT1-MMP txn act	sEH inh	Candida biofilm	ERa coact pot	Mac1 fbg inh
9	O=C(Nc1ccccc1F)N(CCCN1CCOCC1)Cc1cc2cc3c(cc2[nH]c1=O)OCCO3	-14	5	5	-1	1.1	-7	7	123	-10
21	O=C(Cc1c(O)c2ccccc2[nH]c1=O)OC1CCCCC1	0	0	3	3	1.2	0	-3	99	-10

Continuation.
No.	structure	ERb coact inh	sEH act	Smad3 inh	Mac1 fbg enh	MT1-MMP txn act	sEH inh	Candida biofilm	ERa coact pot	Mac1 fbg inh
25	COC(=O)[C@H](CCSC)NC(=O)Nc1ccc(C)cc1	10	2	0	-2	1.1	-1	1	119	15
26	Cc1nnc(SCC(=O)N2CC(=O)Nc3ccccc32)n1-c1ccccc1	1	nt	8	-4	nt	nt	1	116	10
27	CN(C)C(=O)c1ccccc1Sc1cc(Cl)ccc1Cl	nt	3	nt	6	nt	-2	nt	nt	19
28	CCN(CC(=O)NCc1ccc(F)cc1)Cc1nc2ccccc2c(=O)[nH]1	29	2	2	-6	1	-1	1	100	-1
29	CCN1CCN(c2nc3ccccc3nc2C(C#N)C(=O)OCc2ccccc2)CC1 (stereo unspecified)	4	13	13	-2	1.1	-15	-1	96[fluorescence artefact?]	5
30	COCCNC(=O)CSc1nc2ccc(N3CCOCC3)cc2c(=O)n1CCc1ccccc1	17[fluorescence artefact?]	nt	9	2	1	nt	9	51[fluorescence artefact?]	-6
31	CCOC(=O)c1c(NC(=O)c2c(Br)cnn2C)c(C#N)nn1-c1ccccc1	4	-1	-6	2	0.9	1	5	118[fluorescence artefact?]	10
32	CCC(C)n1cnc2c(c1=O)c1nc3ccccc3nc1n2Cc1ccc(OC)cc1 (stereo unspecified)	nt	-8	nt	2	nt	12	nt	nt	3

(further entries)
No.	structure	ERb coact inh	sEH act	Smad3 inh	Mac1 fbg enh	MT1-MMP txn act	sEH inh	Candida biofilm	ERa coact pot	Mac1 fbg inh
33	Cc1cccc(C)c1NC(=O)C1(N(Cc2ccco2)C(=O)c2ccccn2)CCCC1	2	-8	2	-8	1.2	12	3	138	-2
34	CCOc1ccccc1N1CCN(Cc2ccco2)CC1	2	0	14	-4	1.2	1	2	97	-7
35	Cc1ccc(-n2nc3c(c2NC(=O)c2ccc(OC(C)C)cc2)CS(=O)C3)cc1 (stereo unspecified)	-10[fluorescence artefact?]	2	8	0	1.3	-2	1	105	7
36	CC1(C)Cc2c(c(=S)nc(-c3ccccc3)n2CCCN2CCOCC2)CO1	-6	nt	1	3	1.1	nt	2	103	-6
37	CCCn1c(NC(=O)c2ccccc2)nc2ccccc21	2	-2	-1	0	1.3	3	7	90	-7
38	CN(Cc1nc(-c2ccccn2)no1)S(=O)(=O)c1ccc(Br)cc1	2	-2	-3	15	1.1	0	-3	92	-48
39	c1ccc(-c2cc3c(nn2)CCc2nonc2-3)cc1	-6	-5	15	3	0.9	5	6	94	7
40	CC(=O)N1CCc2cc(S(=O)(=O)NCCCOC(C)C)ccc21	2	11	3	-2	nt	-10	-3	106	-4

(list continues)
No.	structure	ERb coact inh	sEH act	Smad3 inh	Mac1 fbg enh	MT1-MMP txn act	sEH inh	Candida biofilm	ERa coact pot	Mac1 fbg inh
41	CN(C)CCCNCCCNC(=O)c1ccco1	2[fluorescence artefact?]	4	5	0	1.1	-5	3	101	-7
42	Cc1cccc(N2CC(O)=C(c3nc4ccccc4n3C)C2=N)c1	-7	0	-2	nt	1.1	2	4	105	nt
43	CN1/C(=C\C(=O)C(F)F)C(C)(C)c2ccccc21	-5	-1	31[fluorescence artefact?]	2	1	0	7	105	11
44	CCCC(=O)N(c1ccc(OCC)cc1)C1C=CS(=O)(=O)C1 (stereo unspecified)	-3	nt	7	-1	1	nt	6	101	1
45	CCc1c(C#N)c(N)nc(SCC(=O)OCc2ccccc2)c1C#N	28[fluorescence artefact?]	-7	27[fluorescence artefact?]	-2	1.1	6	2	207*[fluorescence artefact?]	1
46	Cc1noc(/C=C/N(C)C)c1S(=O)(=O)N1CCCC(C(=O)NCc2ccccc2Cl)C1 (stereo unspecified)	-6	-52	4	2	0.9	51	8	105	0
47	COCCNC(=S)N/N=C/c1ccccc1C(=O)O	nt	0	nt	-2	nt	1	nt	nt	25
48	COc1ccc(C(=O)N[C@H]2COC(C)(C)O[C@H]2c2ccccc2)cc1	3[fluorescence artefact?]	-11	-9	nt	1.1	13	4	104	nt

(further entries)
No.	structure	ERb coact inh	sEH act	Smad3 inh	Mac1 fbg enh	MT1-MMP txn act	sEH inh	Candida biofilm	ERa coact pot	Mac1 fbg inh
49	COc1ccc(C(C)=O)cc1COC(=O)c1ccc2c(c1)OCO2	10[fluorescence artefact?]	nt	-4	0	1.3	nt	6	142	9
50	COc1ccc(NC(=O)c2cnc3ccccn3c2=O)cc1OC	-5	nt	6	nt	nt	nt	-4	101	nt
51	O=C(Nc1cccnc1)C1CCN(S(=O)(=O)c2cccc3nonc23)CC1	-1[fluorescence artefact?]	-7	-5	-3	nt	5	-2	114	5
52	CCOc1ccc(S(=O)(=O)NCc2ccc(F)cc2)c2cccnc12	-3	-2	14	nt	1.1	1	0	103	nt
53	Cc1ccccc1Cn1c(=O)n(CCCC(=O)NCc2ccco2)c(=O)c2ccccc21	1	nt	0	nt	1	nt	7	94	nt
54	Cc1ccsc1C1NC(=O)c2c(sc3c2CCN(C)C3)N1 (stereo unspecified)	-11[fluorescence artefact?]	-11	-3[fluorescence artefact?]	3	1	9	7	119[fluorescence artefact?]	-3
55	CCC(C)c1ccc(OCC(=O)O)cc1 (stereo unspecified)	14	-3	-5	8	1.1	5	10	101	-30
56	COCCN1C(=O)C(CC(=O)Nc2ccc(C(=O)O)cc2)SC1=Nc1ccccc1 (stereo unspecified)	-1[fluorescence artefact?]	nt	2	-4	1.1	nt	2	131[fluorescence artefact?]	46

Later entries
No.	structure	ERb coact inh	sEH act	Smad3 inh	Mac1 fbg enh	MT1-MMP txn act	sEH inh	Candida biofilm	ERa coact pot	Mac1 fbg inh
57	CCc1c(C)sc(NC(=O)c2ccc(Br)o2)c1C(=O)OC	-4[fluorescence artefact?]	2	10	7	1.4	-2	9	99	6
58	Cc1cccc(NC(=O)C2C3C=CC(C4CC34)C2C(=O)O)c1 (stereo unspecified)	-9	-3	1	nt	1.2	2	8	89	nt
59	Cc1cc(C)c(S(=O)(=O)c2ccccc2)c(N(C)C)n1	nt	3	nt	-7	nt	-4	nt	nt	10
60	CCCCn1nc(C(=O)N[C@@H](CCSC)c2nc3ccccc3[nH]2)c2ccccc2c1=O	-8	2	21	-6	1.1	-4	6	103	25
61	Cc1cc(Cl)c(S(=O)(=O)Nc2ccon2)cc1OCC(=O)NC1CCCCC1	4	6	7	-1	1.1	-8	-3	109	3
62	CCCCCn1c(SCCC(C)C)nc2c1c(=O)[nH]c(=O)n2C	3	12	5	1	1	-13	7	76	-23
63	COc1ccc(NC(=O)CCOc2ccccc2)c(OC)c1	1	8	3	-3	1.1	-7	7	119	6

A portion of the library; the hit share may differ from the screen's.
